Assay outcomes (PubChem BioAssay)
TRPC4 inh: inhibitors of mouse TRPC4 channel | Q9QUQ5 | HEK293 TRPC4beta/mu-opioid, DAMGO-evoked Fluo4 calcium flux; active compounds read low | B-score at 10 µM | 300,000 compounds, 0.39% hits;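 active = B-score over 3 SD under the library average, no early fluorescence shift, positive overall ratio signal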
Target sequence (Q9QUQ5 whole entry, looked up): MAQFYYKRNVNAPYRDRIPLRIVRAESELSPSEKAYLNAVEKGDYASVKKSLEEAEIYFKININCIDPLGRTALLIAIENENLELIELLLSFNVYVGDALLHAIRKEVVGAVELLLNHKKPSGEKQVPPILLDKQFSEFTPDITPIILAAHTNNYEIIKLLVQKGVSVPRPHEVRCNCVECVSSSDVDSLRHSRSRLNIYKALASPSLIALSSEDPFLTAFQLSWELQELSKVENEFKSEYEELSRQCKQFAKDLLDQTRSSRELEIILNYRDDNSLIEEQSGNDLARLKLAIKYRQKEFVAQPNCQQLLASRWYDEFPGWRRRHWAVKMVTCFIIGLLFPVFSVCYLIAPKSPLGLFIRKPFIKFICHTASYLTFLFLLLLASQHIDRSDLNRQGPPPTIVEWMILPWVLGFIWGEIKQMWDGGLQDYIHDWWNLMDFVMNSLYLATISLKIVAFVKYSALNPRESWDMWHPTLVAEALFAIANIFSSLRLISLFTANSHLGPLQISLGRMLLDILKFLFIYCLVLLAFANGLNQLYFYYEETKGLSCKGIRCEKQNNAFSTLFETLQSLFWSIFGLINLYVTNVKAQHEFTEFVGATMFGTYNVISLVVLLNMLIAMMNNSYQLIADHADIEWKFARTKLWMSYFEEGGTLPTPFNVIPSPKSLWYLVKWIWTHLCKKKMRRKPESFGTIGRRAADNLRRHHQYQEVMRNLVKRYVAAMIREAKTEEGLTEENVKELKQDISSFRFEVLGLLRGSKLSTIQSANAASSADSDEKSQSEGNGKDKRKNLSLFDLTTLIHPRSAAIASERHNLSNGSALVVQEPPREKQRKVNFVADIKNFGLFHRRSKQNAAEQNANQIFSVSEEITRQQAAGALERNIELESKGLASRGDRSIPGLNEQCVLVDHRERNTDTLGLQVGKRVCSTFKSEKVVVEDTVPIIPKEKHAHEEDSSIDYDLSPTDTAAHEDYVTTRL
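Assay system: HEK293 cells with stable TRPC4beta plus mu-opioid receptor expression; Probe or stimulus: DAMGO in two steps, submaximal then maximal; Dosing: single-point compound dosing; Measured by: Fluo4 calcium-dye fluorescence, kinetic read; Read-out basis: B score from integrated Fluo4 fluorescence ratio.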
SKKanGAS inh: inhibitors of SKKanGAS S. pyogenes growth in kanamycin (SK-promoter or general growth effect). 300,000 compounds, 1.3% hits. inhibition, % at 7.5 µM. BacTiter-Glo, 6 h. AID 1662;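 active = mean replicate score, as percent of positive control median, at least 50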;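 note: strain carries kanamycin resistance gene driven by streptokinase promoter and grows in 40 µg/ml kanamycin; loss of luminescence reflects streptokinase promoter inhibition or plain growth inhibition; 0% = median of DMSO wells and 100% = positive control at its reference dose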
TRPC6 activator: activates the mouse TRPC6 cation channel; Q61143; HEK293-TRPC6 membrane potential dye fluorescence; active compounds read high; B-score at 10 µM; 310,000 compounds, 0.13% hits; AID 2550;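 active = B-score of the integrated fluorescence ratio above library mean plus 3 SD, and starting fluorescence ratio within library mean plus 5 SD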;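 note: higher score means more depolarization so channel activation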
HIF activator: HIF pathway transcriptional activation; U2OS HRE-luciferase reporter, luminescence; normalized: DMSO 0%, desferrioxamine 100%; 300,000 compounds, 0.32% hits; activation, % at 7.5 µM (by protocol);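 active = mean activation of at least 10% of the iron chelator positive control signal, with at least half of replicates also reaching 10%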
TRPC4 potent: allosterically enhances the mouse TRPC4 cation channel | 310,000 compounds, 0.42% hits | HEK293 TRPC4beta/mu-opioid, DAMGO EC20, Fluo-4 Ca2+ flux; active compounds read high | AID 2227 | Q9QUQ5 | B-score at 10 µM;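 active = B-score of calcium response area above 5 SD of library B-scores, with initial fluorescence ratio within 5 SD of library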;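 note: B-score of integrated fluorescence ratio over time as area under calcium response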
IEC-6 cytotox: counter-screen for KLF5 inhibitors: cytotoxicity in IEC-6 cells. IEC-6 cytotoxicity, luminescence viability. inhibition, % at 5 µM. 290,000 compounds, 0.78% hits; in the data active = inhibition above about 22%;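 note: 0% = plate median of test compound wells and 100% = cytotoxic reference compound wells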
TRPC6 inhibitor: mouse TRPC6 channel inhibition | Q61143 | HEK293-TRPC6, membrane potential dye, ACh-evoked depolarization; active compounds read low | AID 2553 | B-score at 10 µM | 310,000 compounds, 1.1% hits;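 active = B-score under library mean minus 3 SD, initial fluorescence not abnormally high, positive integrated signal ratio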;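 note: B-score derived from integrated fluorescence ratio over the kinetic read; more negative B-score means stronger inhibition of depolarization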
MrgX1 antagonist: antagonists of human MrgX1 receptor. B-score at 10 µM. Q96LB2. MRGX1-HEK293 calcium flux, Fluo-4, BAM8-22 antagonism; active compounds read low. 310,000 compounds, 1.3% hits. AID 588676;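 active = calcium-response B-score plate-corrected more than 3 library SD below zero, starting fluorescence within 5 deviations, no agonist response on first addition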;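 note: peak minus trough fluorescence over baseline after final BAM8-22 challenge near maximal dose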
TRPC4 act: opens the mouse TRPC4 cation channel | Q9QUQ5 | HEK293 TRPC4beta/mu-opioid, Fluo4 calcium fluorescence; active compounds read high | B-score at 10 µM | 310,000 compounds, 0.49% hits | AID 2237;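 active = B-score above 5 SD of library B-scores, and initial fluorescence ratio not above library mean plus 5 SD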;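 note: positive B-score marks a calcium rise read as TRPC4 activation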
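Assay system: HEK293 stable line with TRPC4beta plus mu-opioid receptor. Times: dye 45 min RT, read 110 s. Measured by: kinetic Fluo4 calcium fluorescence. Measure: B score of integrated ratio. Controls: assay buffer as low control, maximal DAMGO as high control.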
KLF5 inh: suppresses KLF5 promoter-driven expression; AID 1700; 290,000 compounds, 0.23% hits; DLD-1 KLF5 promoter-luciferase reporter, luminescence; inhibition, % at 5 µM;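 active = inhibition above a per-plate limit of that plate's mean compound inhibition plus 3 SD, cut at about 60% in these data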;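 note: 0% = DMSO wells and 100% = LY294002 at 200 µM; higher means less KLF5 promoter-driven luciferase light; inactives centre near -14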
aSyn UTR inh: MLPCN primary screen, SNCA 5' untranslated region. alpha-synuclein 5'UTR reporter, inhibitor activity. inhibition, % (tested at 7.5 µM). 300,000 compounds, 0.82% hits. AID 1813; in the data active = inhibition above about 60%;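 note: H4 neuroglioblastoma cells stably carrying SNCA 5'UTR luciferase fusion; 0% = DMSO wells and 100% = positive control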
The depositor's hits bear a star; i = inactive; x = no result given.

#	mol	TRPC4 inh	SKKanGAS inh	TRPC6 activator	HIF activator	TRPC4 potent	IEC-6 cytotox	TRPC6 inhibitor	MrgX1 antagonist	TRPC4 act	KLF5 inh	aSyn UTR inh
1	O=[N+]([O-])c1ccc2nc(NCCCO)nc(-c3ccccc3)c2c1	i	5	i	0.1	i	-1	i	i	i	-24	22
2	O=C(NCCOc1ccccc1)C1CCC(=O)N(CCN2CCOCC2)C1 (stereo unspecified)	i	3	i	-0.3	i	1	i	i	i	-41	10
3	O=C1CC(c2ccccc2)CC(=O)C1=CN1CCCC1 (stereo unspecified)	i	-2	i	-0.3	i	4	i	i	i	18	11
4	Cc1ccccc1NC(=O)N(C(C)C)C(C)C	i	3	i	-0.1	i	-2	i	i	i	-15	0
5	CCOC(=O)C1(Cc2cccc(F)c2)CCN(C2CCOCC2)CC1	i	1	i	0.1	i	6	i	i	i	-22	-15
6	Cc1cc(NC(=O)c2ccc(NC(=O)C(C)C)cc2)no1	i	-3	i	1.6	i	10	i	i	i	-64	-62
7	Cc1cccc(C(=O)N[C@H](C(=O)NCCc2ccc(S(N)(=O)=O)cc2)C(C)C)c1	i	2	i	-0.2	i	1	i	i	i	-28	-17
8	Cc1ccc(S(=O)(=O)N(C)c2ccc(OC(C)C(=O)N3CCCC3)cc2)cc1C (stereo unspecified)	i	-8	i	-0.3	i	x	i	i	i	x	3
9	COc1ccc(CN2C(=NC(=O)C3CCCCC3)SC3CS(=O)(=O)CC32)cc1 (stereo unspecified)	i	1	i	-0.2	i	1	i	i	i	-23	-3
10	S=C1NC[C@H](CC2CCCCC2)N1CC1CCCCC1	i	61*	i	0.5	i	2	i	i	i	-21	16
11	O=C(COc1ccc(-c2ccccc2)cc1)N/N=C/c1cccnc1	i	-6	i	0.0	i	10	i	i	i	-14	-8
12	N/C(Cc1ccc([N+](=O)[O-])cc1)=N\OC(=O)C(c1ccccc1)c1ccccc1	i	-13	i	-1.2	i	1	i	i	i	-6	-6
13	CC1CCCN(C(=O)c2ccc(COc3ccccc3Br)cc2)C1 (stereo unspecified)	i	3	i	0.4	i	-1	i	i	i	-45	-4
14	COc1cc(CC(=O)Nc2ccc3c(c2)CCC3)cc(OC)c1OC	i	2	i	0.2	i	-4	i	i	i	-3	12
15	O=C(CCN1CCCCO1)N1CCCC(Nc2ccc(F)c(F)c2)C1 (stereo unspecified)	i	1	i	-0.5	i	4	-5.8*	i	i	-40	-5
16	COC(=O)C1=C(C)NC(=O)NC1c1ccco1 (stereo unspecified)	i	15	i	0.1	i	-2	i	i	i	-12	-1
17	N#Cc1c(C(F)(F)F)cc(C2CC2)[nH]c1=O	i	-6	i	-0.4	i	-5	i	i	i	0	17
18	Cc1ccc(C(=O)Nc2cccc(C(=O)N3CCOCC3)c2)cc1Cl	i	29	i	0.2	i	-1	i	i	i	-55	-43
19	CN(C)c1ccc(-c2nn3c(C4CCCCC4)nnc3s2)cc1	i	10	i	0.3	i	-4	i	i	i	-72	14
20	OCCOCCn1c(C(CO)Nc2nc(-c3ccc(F)cc3)cs2)nc2ccccc21 (stereo unspecified)	i	-4	i	0.4	i	x	i	i	i	x	1
21	Cc1ccc(NC(=O)C2CCCN2S(=O)(=O)c2ccc3c(c2)n(C)c(=O)c(=O)n3C)cc1 (stereo unspecified)	i	9	i	-0.2	i	7	i	i	i	-9	10
22	NC(=O)c1ccc(N=Cc2c(O)ccc3ccccc23)cc1	i	-12	i	-0.8	i	x	i	i	i	x	5
23	COc1cccc(/C=C(/C(=O)OCC(N)=O)c2ccccc2)c1	i	-5	i	0.5	i	-5	i	i	i	-7	2
24	Cc1ccc(/C=N/NC(=O)CSc2nc3ccccc3n2C)s1	i	-2	i	0.2	i	0	i	i	i	-14	-16
25	O=C(Nc1cccn(Cc2ccc(F)cc2)c1=O)NC1CCCCC1	i	-19	i	-0.7	i	-4	i	i	i	-9	13
26	COc1ccc2nc(NCCNC(=S)NCCCN3CCOCC3)c(C#N)cc2c1	i	-4	i	-0.3	i	2	i	i	i	-18	-3
27	O=C(O)c1n[nH]c2c1CCCCC2	i	-2	i	-0.3	i	1	i	i	i	-13	5
28	Cc1ccc(S(=O)(=O)N2CCN(C(=O)CC(C)n3cncn3)CC2)cc1C (stereo unspecified)	i	-2	i	-0.1	i	-4	i	i	i	-14	-7
29	Cc1ccccc1Sc1ncnc2onc(C)c12	i	-7	i	-1.5	i	-6	i	i	i	-24	-7
30	O=C(c1cccc(S(=O)(=O)Nc2ccc(Br)cc2)c1)N1CCCC1	i	4	i	0.4	i	x	i	i	i	x	11
31	N#Cc1ccccc1NC(=O)c1ccc2c(Cl)c3c(nc2c1)CCCC3	i	28	i	2.0	i	0	i	i	i	-16	-219
32	COc1ccc(CCNCC(=O)Nc2ccc(C)c(Br)c2)cc1OC	i	-1	i	-1.0	i	-4	i	i	i	-5	0
33	CCOc1ccc2[nH]c(=S)[nH]c2c1	i	-7	i	0.2	i	2	i	i	i	-24	29
34	O=C(c1cc(NC(=O)C23CC4CC(CC(C4)C2)C3)cc(NC(=O)C23CC4CC(CC(C4)C2)C3)c1)N1CCCCC1	i	14	i	-0.4	i	37*	i	i	i	5	55
35	C=CCOc1cccc(CNn2cn[nH]c2=S)c1	i	5	i	-0.2	i	-2	i	i	i	-21	16
36	C=CCN(C(=O)CNC(=O)c1ccco1)C(C(=O)NC1CCCCC1)c1ccc(F)cc1 (stereo unspecified)	i	3	i	0.4	i	-2	i	i	i	-40	-7
37	CCN1CC2CCCC3(C1)C(=O)NC1(CCCCC1)N=C23 (stereo unspecified)	i	3	i	-0.4	i	-1	i	i	i	-14	-19
38	COCCCNC(=S)N1CCN(c2ccc([N+](=O)[O-])cc2)CC1	i	-17	i	-0.2	i	0	i	i	i	-12	29
39	CCCCCCCNc1nc(Cl)nc(NCCO)n1	i	-9	i	-0.2	i	-2	i	i	i	-5	9
40	C=CCNC(=O)CCCOc1cc(C)ccc1C	i	4	i	-0.3	i	2	i	i	i	10	-13
41	COc1ccc(/C(C)=N/N=C(N)N)c(O)c1	i	7	i	x	i	4	i	i	i	-15	18
42	O=C(Nc1nnc(-c2cccnc2)o1)c1ccccc1Cl	i	-4	i	1.6	i	-6	i	i	i	-19	3
43	COC(=O)c1ccc(OCCCCN2CC(C)OC(C)C2)cc1 (stereo unspecified)	i	-8	i	-0.1	i	-3	i	i	i	-8	-1
44	C=CCn1c(=NC(=O)c2cc(-c3cccs3)nc3ccccc23)sc2cc(S(N)(=O)=O)ccc21	i	15	i	0.0	i	-4	i	i	i	-1	9
45	CC(C)(O)c1nnn(-c2ccccc2)c1C(F)(F)F	i	8	i	0.9	i	-6	i	i	i	-40	4
46	FC(F)(F)c1ccc2c(c1)nc1n2CCCC1	i	-3	i	0.7	i	0	i	i	i	-39	-65
47	COc1ccc(CN2CCN(C(=O)CCC(=O)Nc3nnc(CC(C)C)s3)CC2)cc1F	i	23	i	0.2	i	0	i	i	i	-12	8
48	COc1ccc(NS(=O)(=O)c2ccc(N3CCOCC3)c(NC(=O)c3cccc(F)c3)c2)cc1	i	-5	i	0.6	i	0	i	i	i	-37	-17

One compound at a time (already shown). Order of screens: TRPC4 inh | SKKanGAS inh | TRPC6 activator | HIF activator | TRPC4 potent | IEC-6 cytotox | TRPC6 inhibitor | MrgX1 antagonist | TRPC4 act | KLF5 inh | aSyn UTR inh
COC(=O)c1ccc(OCCCCN2CC(C)OC(C)C2)cc1 (stereo unspecified) is entered as i | -8 | i | -0.1 | i | -3 | i | i | i | -8 | -1
C=CCn1c(=NC(=O)c2cc(-c3cccs3)nc3ccccc23)sc2cc(S(N)(=O)=O)ccc21 is entered as i | 15 | i | 0.0 | i | -4 | i | i | i | -1 | 9
C=CCNC(=O)CCCOc1cc(C)ccc1C is entered as i | 4 | i | -0.3 | i | 2 | i | i | i | 10 | -13

New compounds follow:
#	mol	TRPC4 inh	SKKanGAS inh	TRPC6 activator	HIF activator	TRPC4 potent	IEC-6 cytotox	TRPC6 inhibitor	MrgX1 antagonist	TRPC4 act	KLF5 inh	aSyn UTR inh
49	CCC(Sc1nc2ccccc2[nH]1)C(=O)Nc1cc(C)on1 (stereo unspecified)	i	-1	i	0.0	i	5	i	i	i	0	18
50	O=C(Cc1ccc(Cl)cc1)OCc1nnc(-c2ccccc2)o1	i	-13	i	0.2	i	-14	i	i	i	-10	17
51	COc1ccc([N+](=O)[O-])cc1NC(=O)C(C)OC(=O)c1cccnc1Cl (stereo unspecified)	i	8	i	-0.3	i	-2	i	i	i	-3	3
52	CC(C)(C)c1ccc(C2(C)NC(=O)N(CC(=O)NCc3cccs3)C2=O)cc1 (stereo unspecified)	i	5	i	0.0	i	-5	i	i	i	-11	21
53	CCCc1cc(C(=O)Nc2ccc(F)cc2F)no1	i	-2	i	4.0	i	6	i	i	i	-4	-116
54	COc1ccc(C(=O)NCCS(=O)(=O)N(C)Cc2ccccc2)cc1	i	-3	i	0.1	i	x	i	i	i	x	-3
55	COc1cccc(CNC(=O)CC(NC(C)=O)c2ccccc2)c1 (stereo unspecified)	i	-5	i	-1.2	i	1	i	i	i	21	1
56	O=C(Nc1ccc2c(c1)OCCO2)c1cc(-c2ccccc2)nc2ccccc12	i	1	i	0.0	i	4	i	-5*	i	-8	10
57	O=C(CSCc1ccc(Cl)c(Cl)c1)Nc1c[nH]c(=O)[nH]c1=O	i	2	i	-1.2	i	4	i	i	i	-41	-6
